# MC4R antag cAMP = blocks human MC4R cAMP signaling | MC4R-expressing cells, MTII-stimulated cAMP, LANCE TR-FRET | inhibition, % at 6.5 µM | 360,000 tested, 0.48% active | AID 540295;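 active = inhibition above its plate's cutoff, the mean of tested wells on that plate plus 3 SD, cut at about 29% in these data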;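 also: 0% = Melanotan II alone and 100% = Melanotan II plus saturating MCL0020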
#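 system = U2OS cells with stable human MC4R expression | also added = Melanotan II challenge after compound preincubation | dosing = one concentration, 6.5 µM nominal | incubation = compound 30 min, challenge 1 h, detection 1 h | measured by = TR-FRET with Eu-cAMP and labeled anti-cAMP, 671 nm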
# Glyco luc inh = blocks N-linked glycosylation in D54 reporter cells; 360,000 tested, 0.23% active; D54 ERlucT glycosylation luciferase reporter, 24 h; percent of 100 nM tunicamycin response; reporter increase, % at 12.5 µM;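 active = mean luciferase reporter signal, scaled so untreated is 0 and the glycosylation-blocking control 100, at or above a set limit in every replicate; inconclusive = mean reaches the limit but not every replicate does; inactive = mean below the limit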;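 also: luciferase carries N-glycosylation sites so blocking glycosylation raises the light; 0% = median of neutral control wells and 100% = median of 100 nM tunicamycin wells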
# aDG glyco act = alpha-DG glycosylation activation. Pro5-aDG cells, alpha-DG glycosylation AlphaScreen (IIH6); 0% Pro5, 100% B10-LARGE cell signal. activation, % at 10 µM. 360,000 tested, 0.22% active. AID 624168;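 active = activation of at least 8% versus controls, or a plate z-score of at least 8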;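 also: Pro5 are CHO cells carrying HIG-tagged alpha-DG that lacks glycosylation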
# Cardio protect = myocardial damage modulation in H9c2 cells | 360,000 tested, 0.63% active | H9c2 cardiomyocytes, H2O2 injury protection, ATPLite, 2 h | AID 588492 | protection from H2O2 cell death, % at 20 µM;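 active = compounds giving at least 50% protection of heart cells from peroxide-induced death in the single-dose screen, raw or plate-pattern-corrected value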;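 also: 0% = DMSO wells with peroxide and 100% = DMSO wells without peroxide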
# HTR2A ag = activates the mouse 5-HT2A serotonin receptor | CHO-K1 mHTR2A beta-arrestin complementation, luminescence; percent of 30 µM serotonin response | AID 624169 | 360,000 tested, 0.66% active | P35363 | activation, % at 7.6 µM;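 active = activation above a run cutoff, the mean activation of all tested compounds plus 3 SD, cut at about 14% in these data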;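 also: 0% = plate median of compound wells and 100% = 30 µM serotonin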
# Target sequence (P35363 whole entry, looked up): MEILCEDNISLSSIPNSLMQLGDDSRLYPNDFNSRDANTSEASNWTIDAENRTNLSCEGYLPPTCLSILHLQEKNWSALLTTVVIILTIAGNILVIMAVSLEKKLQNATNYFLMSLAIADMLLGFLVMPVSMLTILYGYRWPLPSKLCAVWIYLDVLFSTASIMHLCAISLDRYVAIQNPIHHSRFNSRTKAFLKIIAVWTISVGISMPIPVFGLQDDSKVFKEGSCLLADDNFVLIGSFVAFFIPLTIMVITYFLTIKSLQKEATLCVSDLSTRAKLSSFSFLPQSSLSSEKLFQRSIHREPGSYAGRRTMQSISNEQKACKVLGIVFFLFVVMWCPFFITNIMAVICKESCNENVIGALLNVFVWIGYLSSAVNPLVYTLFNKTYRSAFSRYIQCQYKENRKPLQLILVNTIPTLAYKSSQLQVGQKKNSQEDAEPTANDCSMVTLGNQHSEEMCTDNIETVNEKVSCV
# CaV13 ICDI inh = Disruptors of the CACNA1D IQ motif to Ca2+-dependent inactivation inhibitor domain association, primary screening, Förster resonance energy transfer in intact living …. HEK cells, CFP/YFP FRET ICDI-IQ, plate reader, 10 min; percent FRET-ratio fall versus neutral wells. 340,000 tested, 0.098% active. AID 743397. inhibition, % at 12.3 µM;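 active = mean replicate inhibition of at least 30% and at least 1% of replicates passing that level; inconclusive = only one of the two criteria is met; inactive = neither criterion is met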;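 also: 0% = median of the neutral control wells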
# PDI turbidity = PDI (human) enzyme inhibition. PDI insulin aggregation turbidity, A650, 90 min. 350,000 tested, 0.052% active. P07237. inhibition, % at 10 µM. AID 588391;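 active = mean inhibition across replicates of 30% or more, whatever share of single replicates reach that level; inconclusive = mean inhibition below 30% while every single replicate reaches 30%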;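 also: absorbance from insulin aggregation driven by PDI reduction with DTT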
# Target sequence (P07237 whole entry, looked up): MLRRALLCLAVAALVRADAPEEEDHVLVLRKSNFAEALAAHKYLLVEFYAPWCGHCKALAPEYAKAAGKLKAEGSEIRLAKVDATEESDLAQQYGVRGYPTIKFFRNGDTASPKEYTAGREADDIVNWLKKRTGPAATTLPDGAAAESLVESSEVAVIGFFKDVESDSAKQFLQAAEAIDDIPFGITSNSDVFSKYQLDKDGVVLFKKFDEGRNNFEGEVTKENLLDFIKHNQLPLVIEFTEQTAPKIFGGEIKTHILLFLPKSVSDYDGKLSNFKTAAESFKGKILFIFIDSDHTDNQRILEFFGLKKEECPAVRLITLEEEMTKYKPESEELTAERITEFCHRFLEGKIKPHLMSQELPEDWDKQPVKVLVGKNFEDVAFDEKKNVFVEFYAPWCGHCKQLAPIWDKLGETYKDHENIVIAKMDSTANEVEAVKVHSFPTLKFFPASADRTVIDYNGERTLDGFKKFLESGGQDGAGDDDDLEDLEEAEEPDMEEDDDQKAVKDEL
# MC4R ag barr = agonists of human melanocortin 4 receptor (MC4R) beta-arrestin; P32245; U2OS MC4R beta-arrestin complementation, luminescence; percent of melanotan II response, DMSO zero; activation, % at 8.9 µM; 360,000 tested, 0.98% active;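 active = activation above a per-plate cutoff, the mean activation of sample wells on that plate plus 3 SD, cut at about 8% in these data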
# ABCB6 inh MLPCN = inhibitors of human ABC transporter ABCB6; Q9NP58; K562-ABCB6 porphyrin accumulation, flow cytometry, 1 h; hits give low values; fluorescence ratio to DMSO, % at 10 µM; 360,000 tested, 0.19% active;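 active = fluorescence ratio to DMSO below 75%, the collection mean minus 3 SD; inconclusive = too few cells collected in the well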;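 also: signal is porphyrin accumulated inside mitochondria; 100% equals median channel fluorescence of DMSO control wells; lower ratio means ABCB6 inhibition with less porphyrin fluorescence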
# Vif imaging = inhibitors of HIV Vif; HEK293T cells, Vif self-association by quenched fluorescence, imaging, 24 h; inhibition, % at 7.49 µM; 340,000 tested, 0.35% active; in the data active = inhibition above about 50%, passing the limit was not always enough; inconclusive = no clear call, values can overlap the other calls; inactive = below about 31%; also: some results filed as inactive read as strong as hits
# * marks the source's active call; other numbers are inactive results; u = inconclusive; x = not tested or not shown.
SMILES,MC4R antag cAMP,Glyco luc inh,aDG glyco act,Cardio protect,HTR2A ag,CaV13 ICDI inh,PDI turbidity,MC4R ag barr,ABCB6 inh MLPCN,Vif imaging
COC(=O)c1cn(NC(=O)COc2ccc(Cl)cc2)c(=O)c2ccccc12,1,1,-0.1,5,0,-4,-9,1.5,102,3
CCOc1ccc(NC(=O)CN2CCN(CC(=O)Nc3ccc(F)cc3)CC2)cc1,13,-3,-0.1,-12,0,-1,12,-1.1,99,8
C[C@@H]1CN([C@@H](C)CO)C(=O)c2c(c3ccccc3n2C)-c2ccccc2CO[C@H]1CN(C)S(=O)(=O)c1ccc(C(F)(F)F)cc1,6,1,0.0,0,13,-3,2,-2.1,98,-16
CC(=O)N1[C@H](Cc2ccccc2)C=C[C@]1(C)C(=O)NCCN1CCOCC1,9,2,-0.2,2,-7,-9,0,1.5,104,0
NC(=O)NCc1cccnc1,0,-1,-0.2,11,3,-3,9,-1.6,101,-2
CCc1c(O)nc(SC2CC(=O)N(c3ccccc3)C2=O)[nH]c1=O (stereo not drawn),11,0,0.2,4,-2,-5,2,-1.6,94,1
COc1ccc(CCN2CC(C(=O)NCCc3cn[nH]c3)CCC2=O)cc1 (stereo not drawn),-2,3,-0.4,1,2,-5,-16,1.1,100,-3
OC(c1cc(C(F)(F)F)nc2c(Cl)cc(Cl)cc12)C1CCCCN1 (stereo not drawn),-4,-3,-0.3,-10,4,-3,0,0.2,99,9
Cn1c(=O)c2c(-c3ccccc3)n(N3CCOCC3)cc2n(C)c1=O,-4,2,1.0,1,3,x,4,2.0,100,7
COc1ccc(-c2nc(O)c3cnccn23)cc1,-19,2,0.0,5,4,-5,3,-1.2,98,3
Cc1ccc(Cn2ccc(NC(=O)c3c(-c4ccccc4Cl)noc3C)n2)cc1,17,0,0.0,-6,-6,x,-11,0.7,120,27
Cc1c(Cl)cnc(NC(=O)COC(=O)CCS(=O)(=O)c2ccccc2)c1Cl,2,1,-0.2,18,4,x,-7,-2.2,93,-7
O=[N+]([O-])c1ccccc1S(=O)(=O)N1CCN(Cc2ccsc2)CC1,4,-2,0.0,1,-5,6,0,-0.4,95,0
CN(Cc1nc2ccccc2c(=O)[nH]1)C(=O)c1cc2c(s1)CCCCC2,0,1,0.2,-5,1,-15,-1,-0.2,98,-2
Cc1ccccc1C(=O)OC1OC(=O)C(Cl)=C1Nc1ccccc1 (stereo not drawn),2,0,0.8,5,-6,-4,-3,-0.8,96,-5
O=C(CCNS(=O)(=O)c1ccccc1C(F)(F)F)NNC(=O)C1COc2ccccc2O1 (stereo not drawn),4,1,-0.2,1,10,-5,7,-1.9,100,0
COc1ccc(-c2c(NC(=O)c3ccco3)oc3c(C)cccc3c2=O)cc1,0,-3,0.0,7,0,-7,-6,-2.1,102,-3
O=C(NCC(c1cccs1)N1CCOCC1)C1CCN(S(=O)(=O)c2ccccc2C(F)(F)F)CC1 (stereo not drawn),7,-1,0.0,6,-3,x,0,-2.8,94,-16
O=C(Nc1cccc(F)c1)C1CCN(C(=O)c2ccco2)CC1,13,-1,0.0,2,-2,-3,3,1.7,97,2
O=C(O)c1cccc2c1Oc1ccccc1S2(=O)=O,11,3,-0.2,0,1,-5,-30,-0.7,98,16
CN(C)CCCC1Sc2ccccc2Sc2ccccc21 (stereo not drawn),0,-4,0.4,3,-7,-4,3,2.3,92,-4
COc1ccc(/C=N/NC(=O)c2ccoc2C)cc1CN1CCN(c2ccc(F)cc2)CC1,4,-2,0.2,14,-9,-4,-6,-1.4,99,7
CN(Cc1cnn(C)c1)C(=O)C1CCC(=O)N(Cc2cccc(C(F)(F)F)c2)C1 (stereo not drawn),1,0,-0.2,1,3,-2,-6,-3.3,93,x
CC(=O)Nc1ccc(S(=O)(=O)NCCC(=O)OCC(=O)c2ccccc2)cc1,5,-1,-0.1,4,0,-5,-17,-0.2,98,-9
CCC(=O)Nc1ccc(N2CCCCC2)c(C(=O)Nc2ccccc2C)c1,12,2,0.0,1,-8,-8,5,0.1,103,-3
Cc1ccnc(NC(=O)C2CCN(S(=O)(=O)c3cccc4nsnc34)CC2)c1,-4,-2,0.1,19,-3,-6,-3,-1.8,96,x
O=S(=O)(NCC1CCCO1)c1cc(Cl)ccc1Cl (stereo not drawn),0,0,-0.1,-3,0,-10,-6,0.6,103,5
C=CCOc1c(Cl)cc(CNCCC)cc1Cl,-2,-1,0.1,6,8,-6,-5,-1.9,97,-1
CN(C)Cc1ccc(O)c(CCc2ccccc2)n1,1,0,0.0,14,-5,x,-1,-1.1,99,-1
CN(Cc1ccco1)C(=O)CN1C(=O)NC2(CCCCC2)C1=O,8,2,0.1,3,6,-6,2,-1.8,103,15
CCc1nc2ccc(C(=O)Nc3cccc(OCC(=O)N(C)C)c3)cn2c1N(CC)CCN(C)C,6,2,0.1,2,-9,-5,0,0.9,102,4
O=C(NCCc1c[nH]c2ccccc12)c1ccc(Br)o1,9,2,0.0,-5,-3,-6,0,-0.5,98,0
C=CCOc1ccccc1CNCCc1ccc(S(N)(=O)=O)cc1,0,-2,-0.1,6,4,0,-2,-1.0,100,1
Cc1ccc(-c2cn3cccnc3n2)cc1NC(=O)c1ccc(Br)o1,5,1,-0.1,12,0,-6,4,0.6,101,4
CCC(C)C(NC(=O)OC(C)(C)C)C(=O)NC(CC(C)C)C(N)=O (stereo not drawn),7,2,0.0,-14,-3,x,-1,2.5,101,x
Clc1ccccc1-c1ccc2ncnc(NCc3cccs3)c2c1,7,-3,0.7,-5,2,-6,0,-1.6,101,-2
Cc1ccccc1-c1cc(=O)c2ccccc2o1,1,7,0.2,2,-10,-10,-1,0.2,101,x
O=C(c1ccccc1O)N1N=C(C(F)(F)F)CC1(O)c1ccc([N+](=O)[O-])cc1 (stereo not drawn),14,-3,-0.3,6,-13,-6,-5,-2.3,95,-6
CCCCN(c1ccccc1)S(=O)(=O)c1cccc(C(=O)Nc2c(C)n(C)n(-c3ccccc3)c2=O)c1,-1,3,0.5,-4,0,-4,-1,0.8,96,-8
O=S(=O)(NCC(c1ccco1)N1CCN(c2ccc(F)cc2)CC1)c1ccc(F)cc1 (stereo not drawn),4,-4,0.1,-13,0,-10,2,7.9,101,-8
COCCn1c(N)c(N(Cc2ccccc2)C(=O)c2cc3ccccc3o2)c(=O)[nH]c1=O,6,1,0.1,-7,-7,2,-2,-0.4,100,6
O=C(C1CC1)N1N=C(c2ccncc2)CC1(O)C(F)(F)F (stereo not drawn),-3,2,0.0,0,2,-4,-4,-2.0,98,13
COc1ccc(-c2nc3ccc(Br)cn3c2Cc2cccc(Cl)c2)cc1OC,x,-1,0.3,1,-2,-4,x,x,102,x
Cc1nn(Cc2c(Cl)cccc2Cl)c(C)c1NC(=O)c1cn(-c2ccccc2)nc1-c1ccccc1,20,1,-0.7,-14,0,x,-17,-1.0,94,2
O=C(C1CCN(S(=O)(=O)N2CCOCC2)CC1)N1CCN(c2ccccc2F)CC1,25,3,-0.2,-3,3,0,15,0.9,95,-6
COc1cccc(C2N(c3ccc(Cl)c(Cl)c3)C(=O)C3CCCN32)c1OC (stereo not drawn),-1,0,-0.3,3,11,-5,16,-0.8,93,2
COC(=O)/C(=C1/Oc2cc(C)oc(=O)c2S1)C(F)(F)F,-8,-12,-0.3,-6,3,-8,8,0.0,104,-1
CC(C)N(C)C1=CC(=O)C(N(C)C(C)C)=CC1=O,-9,10,0.0,-25,7,-2,-5,-2.9,97,-5
COc1ccc(C(=O)N/N=C(\c2ccccc2)c2ccccn2)cc1,-1,-11,0.8,60*,-8,-2,4,-3.3,100,3
CCOC(=O)c1c(C)[nH]c(C(=O)OC(C)C(=O)Nc2ccccc2OC)c1C (stereo not drawn),-1,-1,0.1,-4,4,-5,0,-1.8,95,x
C/C=C/C=[N+](\[O-])C(C)/C(=N/O)c1ccc(F)cc1 (stereo not drawn),-1,3,-0.1,-1,2,-4,0,3.7,93,-14
CC(=O)c1c(C)[nH]c(C(=O)OCC(=O)Nc2ccccc2Cl)c1C,12,6,2.4,-18,5,-5,0,-1.5,98,-14
Cc1cc(NC(=O)c2ccc(NC(=O)CC(C)C)cc2)no1,14,2,0.3,-1,-1,x,-1,-0.7,98,0
CCOC(=O)c1sc(N/N=C/c2ccccc2)nc1C,11,0,-0.2,-5,1,-15,8,-0.1,93,-3
O=c1cc(-c2ccccc2Cl)oc2c(Br)ccc(O)c12,9,-2,-0.5,-5,-5,-6,1,4.0,103,x
COc1cccc(C(=O)NNC(=O)Cc2ccc(Cl)cc2)c1,0,1,-0.3,8,1,-18,7,-2.2,102,-2
Cc1ccccc1C(=O)c1c[nH]c(C(=O)NCCCn2ccnc2)c1,1,-6,-0.2,-2,-4,0,9,-0.7,85,6
CN=c1scc(-c2ccc(Br)cc2)n1C,0,1,-0.1,3,-5,x,-14,-0.7,94,9
CC1(C2CC2)NC(=O)N(CC(=O)N2CCN(c3ccccc3)CC2)C1=O (stereo not drawn),2,4,-0.2,6,0,-3,5,-2.4,98,u
COc1cc(CN2CCC(n3nccc3NC(=O)CCCc3ccccc3)CC2)ccc1O,13,-1,-0.2,0,-4,-2,5,-1.1,100,-2

# Another view of part of the listing above:
compound	MC4R antag cAMP	Glyco luc inh	aDG glyco act	Cardio protect	HTR2A ag	CaV13 ICDI inh	PDI turbidity	MC4R ag barr	ABCB6 inh MLPCN	Vif imaging
COC(=O)/C(=C1/Oc2cc(C)oc(=O)c2S1)C(F)(F)F	-8	-12	-0.3	-6	3	-8	8	0.0	104	-1
COc1ccc(C(=O)N/N=C(\c2ccccc2)c2ccccn2)cc1	-1	-11	0.8	60*	-8	-2	4	-3.3	100	3

# Later entries:
SMILES,MC4R antag cAMP,Glyco luc inh,aDG glyco act,Cardio protect,HTR2A ag,CaV13 ICDI inh,PDI turbidity,MC4R ag barr,ABCB6 inh MLPCN,Vif imaging
CSC1=NC2C(N1)N(C)C(=O)N2C (stereo not drawn),11,1,-0.2,5,-3,-2,-7,-0.8,94,1
CC(C)(O)C#Cc1ccc(C(=O)N2CCN(c3ccccc3)CC2)cc1,-3,-1,-0.3,2,4,-3,13,-0.7,99,-5
CCOc1ccc(CN(C)C(=O)CCN2C(=O)c3ccccc3C2=O)cc1OC,6,2,0.0,7,3,-3,6,-1.4,167,-2
CC1(C2CC2)NC(=O)N(CC(=O)Nc2ccccc2C#N)C1=O (stereo not drawn),0,-1,0.0,3,-4,-16,-6,-1.1,102,8
Cc1ccc(C(=O)Nc2nc(-c3ccccc3)c(-c3ccccc3)o2)cc1,15,-1,1.2,18,-10,-5,4,-1.2,104,0
COc1ccc(C(=O)NC(C)CCc2ccccc2)cc1[N+](=O)[O-] (stereo not drawn),-1,-1,0.0,-6,4,-6,13,-0.9,102,-1
COc1ccccc1/C=N/NC(=O)CNC(=O)c1ccc(S(=O)(=O)N(C)C)cc1,-2,1,0.4,0,-2,-7,-21,-0.7,104,6

# High-throughput results: PubChem BioAssay, several laboratories
